Tau FP inhib: tau fibrillization inhibition (FP); 280,000 compounds, 0.39% hits; K18 P301L tau heparin fibrillization, Alexa594 FP, 6 h; P10636; Potency, µM (titrated, usually from 57.7 µM), without a hit: top-dose activity, negative = inhibition, hits mostly inhibitors; also: nearly all actives have a fitted effect of over 55% in size
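Steps: dispense K18 P301L tau (15 uM plus 0.24 uM Alexa 594 tracer, final) in pH 7 sodium acetate; add compound; add heparin (20 uM final); incubate 6 hr, 37 C; add ThT (30 uM final); after 1 hr ambient, read FP.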
L3MBTL1 block: inhibitors of human L3MBTL1. Q9Y468. AlphaScreen L3MBTL1–H3K9me1 peptide binding. Potency, µM (series often up to 57.1 µM), for inactives: top-dose activity, negative = inhibition, most hits filed as inhibitors. 230,000 compounds, 0.66% hits; also: nearly all actives have a fitted effect of over 60% in size
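AlphaScreen assay: L3MBTL1 (50 nM final) was preincubated 30 min at room temperature with biotinylated H3(1-15)K9me1 peptide (75 nM final), then 30 min with library compounds; streptavidin donor and nickel chelate acceptor beads (10 ug/mL final) added, 30 min dark.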
TRb-SRC2 inh: inhibitors of human thyroid hormone receptor beta-SRC2 interaction; TRbeta-SRC2 peptide binding, fluorescence polarization; receptor liganded with 1 µM T3; Potency, µM (doses to about 106 µM), for the others: at the top dose activity change, negative = inhibition, actives largely listed as inhibitors; 280,000 compounds, 0.065% hits; AID 1469;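 also: plate controls were bound peptide for no effect and peptide without receptor for full effect; nearly all actives have a fitted effect of over 50% in size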
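Assay buffer: 20 mM Tris-HCl, 100 mM NaCl, 10% glycerol, 1 mM EDTA, 0.01% NP-40, 1 mM DTT, 1 uM T3, 5% DMSO; TRb LBD 0.6 uM, Texas Red SRC2 20 nM; FP after 5 hr.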
TexasRed fluor: Texas Red fluorescence interference in TRb-SRC2 counter-screen; Potency, µM (series often up to 106 µM), for the others: at the highest dose fluorescence change, negative = quenching; TRb/SRC2 Texas Red total fluorescence interference; 280,000 compounds, 0.29% hits; active = well fitted curve in either direction with a large enough effect; inconclusive = small, poorly fitted or top-dose-only effect
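Human TRβ ligand-binding domain (0.6 uM) and Texas Red SRC2 peptide (20 nM) in Tris buffer with 1 uM T3 and 5% DMSO were incubated with pinned compound for 5 hr at ambient temperature. Total fluorescence was computed as S + 2P (555/632 nm).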
Tau ThT inhib: blocks human tau fibril formation measured by thioflavin T; P10636; recombinant tau K18 P301L, heparin-induced fibrillization, ThT fluorescence; Potency, µM (series often up to 57.4 µM), without a hit: top-dose activity, negative = inhibition, most hits filed as inhibitors; 270,000 compounds, 2.1% hits; AID 1460; also: nearly all actives have a fitted effect of over 55% in size
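Heparin-induced (20 uM) aggregation of recombinant human K18 P301L tau, 15 uM unlabeled with 0.24 uM labeled, pH 7 acetate buffer, 6 hr at 37 C with compound. Fibrils quantified by 30 uM ThT fluorescence after 1 hr ambient incubation.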
aGal spleen mod: inhibitors or activators of human alpha-galactosidase in spleen homogenate. AID 2107. human spleen homogenate, 4MU-alpha-Gal fluorescence, 40 min. Potency, µM (series often up to 80 µM), inactives show at the top dose activity change, negative = inhibition, actives largely listed as inhibitors. 240,000 compounds, 0.008% hits. P06280;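 also: 0% = enzyme with vehicle and -100% = no enzyme basal signal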
Target sequence (P06280 32-429 limits assumed): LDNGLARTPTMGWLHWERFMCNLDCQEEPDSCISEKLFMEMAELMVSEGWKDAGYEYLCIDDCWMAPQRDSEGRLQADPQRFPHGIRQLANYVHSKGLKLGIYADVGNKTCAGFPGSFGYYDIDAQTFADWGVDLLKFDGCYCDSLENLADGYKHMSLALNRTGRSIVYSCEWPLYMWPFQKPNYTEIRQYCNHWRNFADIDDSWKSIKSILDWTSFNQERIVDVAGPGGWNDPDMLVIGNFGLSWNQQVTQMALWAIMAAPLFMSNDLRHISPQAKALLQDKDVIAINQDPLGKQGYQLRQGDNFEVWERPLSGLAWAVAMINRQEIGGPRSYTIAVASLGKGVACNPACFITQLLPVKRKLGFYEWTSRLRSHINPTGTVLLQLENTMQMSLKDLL
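qHTS titration in buffer at pH 5.0. Alpha-galactosidase activity in spleen homogenate was measured via 4-methylumbelliferone release from 1 mM fluorogenic substrate after 40 min at 37C and a pH 10 stop. AC50 came from Hill fits of control-normalized data.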
Tau fluor cs: counter-screen for tau fibril formation inhibitors; tau K18 P301L Alexa594 fluorescence, heparin fibrillization; Potency, µM (titrated, usually from 57.7 µM), without a hit: at the highest dose activity change, negative = decrease; 280,000 compounds, 0.93% hits; also: nearly all actives have a fitted effect of over 55% in size
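Human tau K18 P301L (15 uM unlabeled, 0.24 uM Alexa 594-labeled) in 100 mM sodium acetate pH 7 with 20 uM heparin, 6 hr at 37 C. ThT 30 uM added, 1 hr ambient; Alexa 594 FP and total fluorescence read at 555/632 nm.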
ALDH1A1 block: blocks purified human ALDH1A1 activity. Purified ALDH1A1, NADH fluorescence, propionaldehyde substrate. Potency, µM (titrated, usually from 75.3 µM), for inactives: at the highest dose activity, negative = inhibition, actives largely listed as inhibitors. 220,000 compounds, 7.3% hits. AID 1030; active = well fitted inhibition curve with a large enough effect, not every such curve was filed as active; inconclusive = small, poorly fitted or top-dose-only effect, or another doubt; inactive = no such curve, though single readings can be large or run the other way;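 also: plate controls were no enzyme wells and a reference inhibitor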
Target sequence (P00352 whole entry, looked up): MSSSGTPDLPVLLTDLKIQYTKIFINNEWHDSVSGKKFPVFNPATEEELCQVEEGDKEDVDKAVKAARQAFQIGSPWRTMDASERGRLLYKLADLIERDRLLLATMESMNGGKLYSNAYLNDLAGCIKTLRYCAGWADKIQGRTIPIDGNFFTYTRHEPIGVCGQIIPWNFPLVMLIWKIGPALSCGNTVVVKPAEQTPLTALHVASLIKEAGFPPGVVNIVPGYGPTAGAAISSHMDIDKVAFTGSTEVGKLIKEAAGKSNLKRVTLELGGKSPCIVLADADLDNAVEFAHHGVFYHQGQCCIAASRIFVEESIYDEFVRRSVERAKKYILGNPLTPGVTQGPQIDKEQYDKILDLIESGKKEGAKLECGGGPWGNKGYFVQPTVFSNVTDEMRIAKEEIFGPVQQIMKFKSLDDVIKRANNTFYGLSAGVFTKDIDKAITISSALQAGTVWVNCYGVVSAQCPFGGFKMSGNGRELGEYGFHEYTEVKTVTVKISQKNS
Starred values were filed as active, the others as inactive; ? = inconclusive; nt = not tested or not shown; & = joins results of further samples; [ ] = dose if it differs, or a comment. Unless noted, calls follow the shape of the dose curve; as a rule, active = well fitted curve in the direction sought with a large enough effect; inconclusive = small, poorly fitted or top-dose-only effect, or another doubt; inactive = no such curve, though single readings can be large; an effect the other way counts as inactive or inconclusive. Unless noted, % is scaled to controls: 0 for no effect and ±100 for the full control effect; potency is read from the fitted curve at half-maximal effect.

1. CC(=O)Nc1ccc(C2C(C)CCC3C(=O)N4C(CCC(C)[C@@H]4c4ccc(NC(C)=O)cc4)C(=O)N32)cc1 (stereo partly specified)
2. CCOC(CNC(=O)c1ccc2c(c1)ncn2-c1ccc(F)c(F)c1)OCC
3. COc1ccc([N+](=O)[O-])cc1-n1cnnn1
4. CCOc1ccc2cc(C3CC(c4ccco4)=NN3S(C)(=O)=O)c(=O)[nH]c2c1 (stereo unspecified)
5. CCN(CC)CCc1c(C)[nH]c(C(=O)OCc2ccccc2)c1C
6. COCCCNC(=S)NNC(=O)c1ccc(S(=O)(=O)N2CCC(C)CC2)cc1
7. O=C(/C=C/c1ccc(Br)o1)Nc1nccs1
8. COc1cc(C2NC(=O)c3ccccc3O2)cc(OC)c1OC (stereo unspecified)
9. O=C(NCc1ccco1)C1CCCN1S(=O)(=O)c1ccc2ccccc2c1 (stereo unspecified)
10. CCN(CC)C(=O)CSc1nc(OC)cc(=O)[nH]1

assay / compound	1	2	3	4	5	6	7	8	9	10
Tau FP inhib	5%[11.6 µM]	-5%	3%	2%	-4%	0%	-1%	4%	-2%	6%
L3MBTL1 block	nt	nt	1%	nt	nt	5%	?	-7%	nt	-3%
TRb-SRC2 inh	4%[11.2 µM]	-5%	1%	-2%	0%	6%	8%	0%	0%	-8%
TexasRed fluor	-5%[11.2 µM]	0%	-1%	0%	1%	0%	-3%	2%	-1%	-3%
Tau ThT inhib	-16%[11.5 µM]	-6%	-10%	nt	-9%	-2%	-14%	-1%	-9%	0%
aGal spleen mod	-1%[17.5 µM]	-9%	-12%	-3%	-1%	6%	-5%	13%	8%	2%
Tau fluor cs	-16%[11.6 µM]	-8%	-3%	-6%	-8%	-1%	-2%	0%	-11%	1%
ALDH1A1 block	15%[13.5 µM]	9%	-14%	nt	20µM*	-2%	22µM*	?	-3%	-4%

11. Cc1nn(Cc2cccc(C(=O)Nn3cc([N+](=O)[O-])cn3)c2)c(C)c1[N+](=O)[O-]
12. CCCCc1ccc(-c2csc(/C(C#N)=C/c3ccco3)n2)cc1
13. N[C@@H](C(=O)O)c1cc(O)ccc1Cl
14. COC(=O)c1c(C(=O)OC)c(-c2ccc(Cl)c(Cl)c2)n2c1CCC2
15. CCOC(=O)C1=CN(Cc2ccc(OC)cc2)C=C(C(=O)OCC)C1c1cccs1
16. CCOC(=O)c1c(CSc2ccccc2)oc2cc(Br)c(O)c(CN(C)C)c12
17. C=CCn1c(=O)/c(=C2/Sc3cc(OC)ccc3N2C)s/c1=C1\C(=O)N(CC)C(=S)N1C
18. CCOC(=O)c1c(C)n(C)c2cc(Br)c(O)c(O)c12
19. CCC(C)[C@@H](CN(N=O)[C@@H](Cc1ccccc1)CN(C)N=O)N(CCc1ccccc1)N=O (stereo partly specified)
20. O=C1N=c2ccccc2=C1c1sc(=S)n(Cc2ccccc2Cl)c1O

assay / compound	11	12	13	14	15	16	17	18	19	20
Tau FP inhib	3%	?	-8%	-5%	-5%	10%	19%	-10%	13%	16%
L3MBTL1 block	4%	13%	nt	-7%	105%[activator]	-25%	-30%	0%	-11%	-10%
TRb-SRC2 inh	3%	16%	7%	-10%	2%	-1%	-4%	7%	-8%	-3%
TexasRed fluor	-3%	10%	-2%	-3%	1%	0%	-1%	-1%	0%	-1%
Tau ThT inhib	4%	?	-7%	?	-10%	?	10µM*	?	-10%	?
aGal spleen mod	-3%	-16%	4%	-6%	?	4%	-17%	11%	2%	-4%
Tau fluor cs	5%	?	-19%	-18%	-8%	-25%	-20%	-23%	-13%	?
ALDH1A1 block	-10%	4%	-8%	?	?	nt	-3%	nt	-7%	4%

21. COc1ccc2c(c1OC)C(=O)N1c3ccccc3COC21 (stereo unspecified)
22. CCC(c1ccccc1)c1nc(-c2cccnc2)no1 (stereo unspecified)
23. Cc1cccc(OCC(=O)OCC(=O)c2c(N)n(C)c(=O)n(C)c2=O)c1
24. CSc1nc(-c2ccccc2)nc(NC(=O)C(C)C)c1C(C)=O
25. COc1ccc(-c2ocnc2C(=O)N2CCN(C(c3ccccc3)c3ccccc3)CC2)cc1
26. O=C(Nc1ccc([N+](=O)[O-])cn1)c1cc(-c2cccc(Br)c2)nc2ccccc12
27. Cc1sc2ncn(CC(=O)NCCN3CCOCC3)c(=O)c2c1S(=O)(=O)N1CCC(C)CC1
28. Cc1nn(C)c(Cl)c1CN1CCN(CC(C)C)C(CCO)C1 (stereo unspecified)
29. CCOC(=O)C1(Cc2cccc(Cl)c2)CCCN(C(=O)CCC(=O)N(C)C)C1 (stereo unspecified)
30. OC1(CC#CCN2CCCCC2)c2ccccc2-c2ccccc21

assay / compound	21	22	23	24	25	26	27	28	29	30
Tau FP inhib	-4%	3%	-12%	8%	-11%	?	4%	0%	5%	1%
L3MBTL1 block	-2%	4%	9%	-4%	nt	3%	nt	2%	0%	?
TRb-SRC2 inh	0%	-4%	-11%	3%	-13%	1%	1%	-3%	-4%	2%
TexasRed fluor	3%	-2%	-2%	-3%	0%	-2%	-6%	-3%	-5%	1%
Tau ThT inhib	?	-14%	-3%	-1%	?	?	6%	-3%	-6%	1%
aGal spleen mod	-6%	-4%	-4%	0%	1%	6%	2%	0%	1%	2%
Tau fluor cs	-6%	-17%	-4%	0%	-21%	?	6%	1%	-9%	7%
ALDH1A1 block	-8%	-10%	4%	5%	?	5%	8%	?	21%	nt

31. COc1c(Cl)cc(Cl)cc1C(=O)Nc1cccc2cccnc12
32. Cc1nn(-c2ccc(N3CCCC3)nn2)c(C)c1CCC(=O)NCc1ccc(F)cc1
33. CCCOc1ccc(C(=O)NCC(c2ccco2)N(C)C)cc1OC (stereo unspecified)
34. N#C/C(=C\c1ccc(-c2ccccc2)o1)C(=O)Nn1cnnc1
35. Cc1ccc(Cn2c(C(=O)O)c(CNCc3ccccc3Cl)c3ccc(C)cc32)cc1
36. Cc1ccc(NC(=O)CN2C(=O)COc3ccc(C)cc32)nc1
37. COc1cc(C(=O)NCc2nnnn2-c2ccc(C)c(C)c2)cc(OC)c1OC
38. COc1ccc2[nH]c3c(=O)n4c(nc3c2c1)SCCC4
39. Nc1[nH][nH]c(=O)c1N=Nc1cccc(Cl)c1
40. COc1cc(/C=C2\C(=O)N(c3ccc(S(N)(=O)=O)cc3)N=C2C)ccc1OC(=O)c1ccco1

assay / compound	31	32	33	34	35	36	37	38	39	40
Tau FP inhib	-7%	-4%	5%	9%	-6%	-7%	2%	9%	6%	5%
L3MBTL1 block	nt	nt	0%	2%	nt	2%	nt	nt	-19%	nt
TRb-SRC2 inh	9%	8%	-1%	-1%	6%	-9%	4%	12%	0%	-22%
TexasRed fluor	4%	2%	-1%	-6%	-2%	-2%	-4%	-4%	-7%	-5%
Tau ThT inhib	-4%	-18%	-6%	?	17%	-5%	-8%	-9%	?	?
aGal spleen mod	nt	nt	11%	-2%	nt	10%	nt	21%	-6%	-5%
Tau fluor cs	-11%	4%	-1%	1%	18%	-6%	-8%	-8%	?	?
ALDH1A1 block	nt	nt	-4%	-2%	nt	4%	nt	?	4%	?

41. CN(Cc1ccccc1)c1ccc2cc(S(=O)(=O)N3CCCCC3)ccc2n1
42. COc1cc(C(=S)N2CCOCC2)cc(OC)c1OS(=O)(=O)c1ccc(NC(C)=O)cc1
43. CC(=O)N1CCCc2cc(S(=O)(=O)N3CCC(C(=O)NCc4cccc(C)c4)CC3)ccc21
44. Cc1ccccc1NC(=O)c1sc2nc3c(cc2c1N)CCCC3
45. Cn1cnnc1SCC(=O)NNC(=O)COc1ccc(Br)cc1
46. Cc1cc(O)c(C(C)C)cc1Cl
47. O=C(CN1CCN(S(=O)(=O)c2ccc(F)cc2)CC1)Nc1ccc(Cl)c(C(F)(F)F)c1

assay / compound	41	42	43	44	45	46	47
Tau FP inhib	3%	-4%	-3%	-8%	-2%	3%	-4%
L3MBTL1 block	nt	-1%	nt	nt	nt	nt	4%
TRb-SRC2 inh	-6%	-1%	1%	7%	-1%	5%&5%	-2%
TexasRed fluor	-1%	-3%	-1%	-1%	-2%	-2%&1%	-5%
Tau ThT inhib	-1%	-9%	-3%	?	0%	-3%	2%
aGal spleen mod	nt	1%	nt	nt	9%	1%&3%	8%
Tau fluor cs	-13%	-5%	-11%	-23%	-1%	-3%	?
ALDH1A1 block	nt	-15%	nt	nt	9%	1%	?

High-throughput results from PubChem.
